Screens deposited in PubChem BioAssay by The Scripps Research Institute Molecular Screening Center.
TTR transcr act – activators of transthyretin transcription | SH-SY5Y TTR promoter Gaussia luciferase, luminescence; 100% = recombinant luciferase protein wells | activation, % at 16.7 µM | 92,000 tested, 1.3% active;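 active = activation above the mean of all tested compounds plus 3 SD, cut at about 9.5% in these data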;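 also: cells exposed to compounds for one day before reading; 0% = median of all test compound wells on the plate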
* marks the source's active call; other numbers are inactive results. An excerpt; count on the stated rates, not on these rows.

SMILES | TTR transcr act
CC(=O)Nc1ccc(Nc2nc(C(F)(F)F)nc3c2nnn3Cc2ccccc2Cl)cc1 | -2.4
O=C(NC1CCCc2ccccc21)c1cccc(F)c1 (stereo not given) | 0.2
CCOc1ccc(/C(C)=N/NC(=O)Cn2nc([N+](=O)[O-])cc2C)cc1 | -0.8
CNC(=O)CCc1ccc(OC)cc1 | 0.5
COc1cccc(CNC(=O)CCNC(=O)c2ccco2)c1 | 1.6
Cc1oc(-c2ccccc2Cl)nc1CSCC(=O)O | -1.6
O=C(Cn1c2[n+](c3ccc(C(F)(F)F)cc31)CCCCC2)c1ccc2c(c1)OCCO2 | 0.8
Cc1cccc(NC(=O)Cn2nc(-c3cccs3)ccc2=O)c1C | -1.1
CCN(CC)S(=O)(=O)c1ccc(NS(=O)(=O)c2ccc(C)c(C)c2)cc1 | 0.6
COc1ccc(/C=C/C(=O)NC(=S)Nc2cc3oc4ccccc4c3cc2OC)cc1 | 1.8
CCc1sc(-c2c(C#N)c(N)nc3c2CCCCCC3)cc1[N+](=O)[O-] | 3.2
O=C(O)CSc1nc(-c2ccccc2)c(-c2ccccc2)[nH]1 | 1.4
COc1ccc(Cn2nnnc2CN2CCC(O)(c3ccc(F)cc3)CC2)cc1 | -0.7
COc1ccc(CCNC(=O)c2ccc(NS(=O)(=O)c3c(C)noc3C)cc2)cc1OC | -2.5
COCc1cc(C)n(CC(=O)NC(C)c2ccccc2)c(=O)c1C#N (stereo not given) | 1.3
CC(=O)c1ccc2c(c1)OCCOCCOc1ccccc1OCCOCCO2 | -2.8
CC1=CC(C)C2C(=O)N(c3ccccc3)C(=O)C2C1 (stereo not given) | 2.5
COc1ccccc1N1CC(C(=O)Nc2nnc(SCC(=O)NCC3CCCO3)s2)CC1=O (stereo not given) | -1.1
Cc1sc(NC(=O)c2ccccc2)c(C#N)c1-c1ccccc1 | 1.6
O=C(Cc1ccccc1)NCC(=O)Nc1cccc(Cl)c1 | 7.0
O=C(Nc1cnn(Cc2c(Cl)cccc2Cl)c1)C(c1ccccc1)c1ccccc1 | -1.1
Cc1ccc(N(C)C(=O)C2CCCN2S(=O)(=O)c2ccc3c(c2)n(C)c(=O)c(=O)n3C)cc1 (stereo not given) | 1.4
Cc1ccc(NC(=O)c2c(-c3ccccc3)noc2C)nc1 | -0.7
COc1ccc(S(=O)(=O)N2CCN(C(=O)CN3C(=O)NC4(CCCC4)C3=O)CC2)cc1 | -1.6

Some of the entries above in another layout:
> COc1ccc(Cn2nnnc2CN2CCC(O)(c3ccc(F)cc3)CC2)cc1
  TTR transcr act: -0.7

> O=C(NC1CCCc2ccccc21)c1cccc(F)c1 (stereo not given)
  TTR transcr act: 0.2

Going on with the list:
SMILES | TTR transcr act
CCCCNCCCOc1ccc(C)cc1Br | -0.6
O=C(NCC(=O)N1CC=C(c2ccccc2)CC1)c1ccc(F)cc1 | 2.0
COc1ccc(NCC(=O)Nc2ccc(Cl)cc2C)c(OC)c1 | -0.4
Cc1cc(Cl)ccc1OCc1nc(-c2ccc(O)cc2)n[nH]1 | -2.9
CN(C)c1ccc(C(CC(=O)c2ccccc2)C2CCCCC2=O)cc1 (stereo not given) | 0.7
COc1cccc(C(=O)NCc2cccnc2)c1 | -1.6
O=C1C=C(c2cc(F)ccc2F)C[C@@H](c2ccc(F)cc2)C1 | -0.7
O=C(CN1C(=O)CCSc2ccccc21)Nc1ccc2c(c1)OCO2 | 2.2
CCCCn1nnnc1NCc1ccc(N2CCCC2)cc1 | 1.4
CCOC(=O)C1(Cc2cccc(OC)c2)CCCN(Cc2ccc(NC(C)=O)cc2)C1 (stereo not given) | 0.4
CCc1nnc(SCc2ccc(OC)c(Br)c2)n1N | -2.2
Cc1cc2oc(=O)cc(CN3CCCCCCC3)c2cc1Cl | 2.5
Cc1cc(Nc2cccc(F)c2)nc(NCc2ccccc2)n1 | -1.9
COc1ccc(CNCc2ccc3c(c2)OCO3)c(OC)c1OC | 0.7
CSCC[C@H](NC(=O)Cc1ccc(Cl)cc1)C(=O)N1CCC2(CC1)NCCc1[nH]cnc12 | -0.7
CC(=O)Nc1ccc(C(=O)N2CCCCC2c2cc(C(=O)N3CCOCC3)no2)cc1 (stereo not given) | 2.4
CON(C)C(=O)c1ccccc1N(C)C(=O)OC(C)(C)C | -2.9
CN(Cc1nccn1C)C(=O)C1CCC(=O)N(CCc2ccc(Cl)cc2)C1 (stereo not given) | 7.7
COC(=O)C1CCN(C(=O)COC(=O)/C=C/c2ccc(O)c(OC)c2)CC1 | -1.5
COc1ccc2ncc(OC(C)=O)cc2c1 | 0.4
O=C(COC(=O)c1cccs1)Nc1ccccc1C(F)(F)F | 1.7
Cc1cc(Cl)c2oc(C(=O)N3CCN(c4cnccn4)CC3)c(C)c2c1 | 2.5
COc1ccccc1CNC(=S)Nc1ccc2nc(N3CCN(C)CC3)cc(C)c2c1 | 0.0
C=CCn1c(=O)c(C(=O)Nc2ccc(C)cn2)c(O)c2ccccc21 | -0.6
CCC1=C(OC(=O)N(CC)CC)N2C(=O)OC(=NCCc3c[nH]c4ccccc34)[C@]2(Cc2ccccc2)[C@H]2C1=CC[C@H]1C(=O)N(CC(=O)OC)C(=O)[C@H]12 | 2.3
Cc1ccc(NC(=O)OC[C@@H]2CSCCS(=O)(=O)N2)cc1 | 1.9
CCn1cc(C(=O)OC)c(=O)c2ccc(C)nc21 | -2.3
CCOc1cc(C)c(S(=O)(=O)Nc2ccc(Cl)cn2)cc1C | -0.2
O=C(NCCN1C(=O)S/C(=C\c2cccs2)C1=O)[C@H](Cc1ccccc1)N1C(=O)c2ccccc2C1=O | 1.0
CC1(C)C2CCC1(C)C(OC(=O)c1ccccc1C(=O)O)C2 (stereo not given) | -1.1
C=CCOC(=O)C1=C(C)OC(N)=C(C#N)C1c1ccc(OC)c(CSc2ccccn2)c1 (stereo not given) | -0.8
Cc1cccc(C)c1NC(=O)CNC(=O)C1CCCN(C(=O)c2ccc(Cl)cc2)C1 (stereo not given) | 26.2*
Cc1cc(=O)oc2cc(OCCSc3nnc(-c4ccccc4)o3)ccc12 | 1.0
C[C@@H]1CN([C@H](C)CO)C(=O)CCCn2cc(nn2)CO[C@H]1CN(C)C(=O)Nc1ccc2c(c1)OCCO2 | -0.3
CCc1ccccc1N1C(=O)C(Cl)=C(N2CCOCC2)C1=O | -1.5
Cc1ccc2nc(SCC(=O)c3ccc(Cl)cc3)nc(=O)n2c1 | 1.6
O=C(CN1CCOCC1)N/N=C/c1cccc2ccccc12 | 0.4
O=C(Nc1ccccn1)c1nc(-c2ccccc2)n(-c2ccccc2)n1 | -1.1
Cc1cc(C)cc(OCC(=O)Nc2ccncc2)c1 | -1.3
O=C(Cc1ccccc1)c1c[nH]c(C(=O)NC2CCCC2)c1 | 2.4
Cc1ccc(-n2[nH]c(C)c(C=Nc3ccc(S(=O)(=O)N4CCOCC4)cc3)c2=O)c(C)c1 | 0.2
CCN(C(=O)c1ccc2c(=O)n3c(nc2c1)CCCCC3)c1cc(OC)ccc1OC | -2.2
CCOC(=O)c1c(NC(=O)C2c3ccccc3Oc3ccccc32)sc(C(C)=O)c1C | -0.1
Cc1ccc(NC(=O)Nc2ccccc2)nc1 | -2.3
CC(c1ccon1)N(C)C(=O)c1ccc(OC2CCN(C(=O)C3CC3)CC2)cc1 (stereo not given) | 0.8
CCc1nnc(NC(=O)CCC2CCCCC2)s1 | -1.1
CCCCCc1c(C)nc(N2CCN(Cc3ccc4c(c3)OCO4)CC2)[nH]c1=O | 0.2
CCC(C)NS(=O)(=O)c1ccc(S(=O)(=O)N(CCc2ccc(OC)c(OC)c2)Cc2cccs2)cc1 (stereo not given) | -4.6
O=C(/C=C/[C@H]1O[C@@H](n2cnc3c(NC(=O)c4ccccc4)ncnc32)[C@H](O)[C@@H]1O)NC1CCCCC1 | 1.7
CCOC(=O)Cc1c[nH]c2ccccc12 | -1.1
Cc1cc(C(=O)O)c(C)o1 | 0.6
S=c1[nH]nc(-c2cc(-c3ccccc3)n[nH]2)n1/N=C/c1ccccc1 | 10.9*
CN(C)C(=O)CCc1ccc2c3c([nH]c2c1)[C@]1(CCC2CCCC2)[C@@H](C(=O)N2CCOCC2)C[C@H](CC(=O)NCc2cccc(C(F)(F)F)c2)C(=O)N1CC3 | -1.6
COc1ccc(-c2c(-c3cccc(C)c3)oc3ccc(-c4ccc5c(c4)OCO5)cc23)cn1 | 2.1
CCC(=O)Nc1cc(-c2nn3c(C)nnc3s2)ccc1C | 3.8
CCc1ccccc1NC(=S)N(Cc1ccc(C(=O)O)cc1)Cc1ccc(OC)c(OC)c1 | 0.3
O=C(Cn1c(=O)oc2cc(S(=O)(=O)N3CCCCC3)ccc21)N1CCCCC1 | 0.6
NC(=O)c1snnc1-c1ccccc1 | 1.1
Cc1nc2ccc(NC(=O)N(C(C)C)C(C)C)cc2s1 | 2.9
CCOc1ccc(N2C(=O)CC(Sc3nc(C)cc(C)n3)C2=O)cc1 (stereo not given) | 0.6

(continued)
SMILES | TTR transcr act
Cc1nn(-c2ccccc2)c(C)c1C(=O)NCCc1ccccc1 | -0.6
COC(=O)c1ccccc1NC(=O)n1cc(C)cn1 | 0.8
CCOc1ccc(Cl)cc1/C=N/NC(=O)c1ccccc1 | -1.1
COCCn1c(SCC(=O)NC2CCCC2)nc2ccccc2c1=O | -0.4
CCC(C)[C@H]1COCCS(=O)(=O)N1Cc1ccc(C)cc1 (stereo not given in full) | 1.1
N#CCOC(=O)[C@H](Cc1ccccc1)N1C(=O)c2ccccc2C1=O | -1.2
CC(=O)C1(C)OC(N)=C(C#N)C(c2ccccc2)C1(C#N)C#N (stereo not given) | 0.4
O=C(O)CN=CC1=C(O)CC(c2ccccc2)CC1=O (stereo not given) | 0.6
O=C(O)Cc1cn(-c2ccccc2)nc1-c1ccccc1 | -1.1
COc1cc(-c2c(C#N)c(N)nc3c2CCCC3)cc(OC)c1OC | -0.1
O=C(/C=C/c1ccco1)N(Cc1ccc(F)cc1)C1CCS(=O)(=O)C1 (stereo not given) | -0.4
Cc1ccc(OCCn2cc(C#N)c3ccccc32)cc1 | -0.7

In a second layout: entries from further up
mol,TTR transcr act
CC(=O)c1ccc2c(c1)OCCOCCOc1ccccc1OCCOCCO2,-2.8
CC1=CC(C)C2C(=O)N(c3ccccc3)C(=O)C2C1 (stereo not given),2.5
COc1ccccc1N1CC(C(=O)Nc2nnc(SCC(=O)NCC3CCCO3)s2)CC1=O (stereo not given),-1.1
Cc1sc(NC(=O)c2ccccc2)c(C#N)c1-c1ccccc1,1.6
O=C(Cc1ccccc1)NCC(=O)Nc1cccc(Cl)c1,7.0
O=C(Nc1cnn(Cc2c(Cl)cccc2Cl)c1)C(c1ccccc1)c1ccccc1,-1.1
Cc1ccc(N(C)C(=O)C2CCCN2S(=O)(=O)c2ccc3c(c2)n(C)c(=O)c(=O)n3C)cc1 (stereo not given),1.4
Cc1ccc(NC(=O)c2c(-c3ccccc3)noc2C)nc1,-0.7
COc1ccc(S(=O)(=O)N2CCN(C(=O)CN3C(=O)NC4(CCCC4)C3=O)CC2)cc1,-1.6
CCCCNCCCOc1ccc(C)cc1Br,-0.6
O=C(NCC(=O)N1CC=C(c2ccccc2)CC1)c1ccc(F)cc1,2.0
COc1ccc(NCC(=O)Nc2ccc(Cl)cc2C)c(OC)c1,-0.4
Cc1cc(Cl)ccc1OCc1nc(-c2ccc(O)cc2)n[nH]1,-2.9
CN(C)c1ccc(C(CC(=O)c2ccccc2)C2CCCCC2=O)cc1 (stereo not given),0.7
COc1cccc(C(=O)NCc2cccnc2)c1,-1.6

Continuation.
SMILES | TTR transcr act
COc1ccc(Cn2ccc3ccc(-c4ccc5ccn(C(=O)C6CCC6)c5c4)cc32)cc1 | 0.8
CC1(C)Cc2nc3[nH]c(=S)[nH]c(=O)c3cc2CO1 | 3.1
CN1C[C@H]2CON(C)[C@H]2C[C@H]1c1cccc(-c2ccc(C#N)cc2)c1 | 6.9
CC(C)NC(=O)CN(C(=O)CCC(=O)Nc1nccs1)c1ccc(C(C)C)cc1 | -1.0
O=C(O)c1ccccc1-c1ccccc1C(=O)NNc1ccc([N+](=O)[O-])cc1 | -1.7
CC1=C(C(N)=O)C(c2ccccn2)n2nc(SCc3ccccc3Cl)nc2N1 (stereo not given) | -0.3
COc1ccc(F)cc1S(=O)(=O)Nc1cccc(C(=O)O)c1 | -0.7
Cc1cc(=O)n2c(n1)NC(Nc1cccc(C)c1C)=NC2c1ccc(F)cc1 (stereo not given) | 0.9
Cc1ccc(-c2c(C)n([O-])c3c([n+]2=O)CCCCC3)cc1 | 1.9
Cc1cc2nc3c(nc2cc1C)CCCC3 | -1.0
O=C(Cc1ccc(-n2c(=O)c3ccccc3n(Cc3cccc([N+](=O)[O-])c3)c2=O)cc1)NCC1CCCO1 (stereo not given) | 0.2
CC1CCN(C(=O)CSc2nc3c(cnn3-c3ccc(Cl)cc3)c(=O)[nH]2)CC1 | -0.4
OCCC1CN(Cc2cccn2-c2ccccn2)CCN1C1CCCCC1 (stereo not given) | -0.5
COC(=O)c1nn(-c2cccc(Cl)c2)ccc1=O | -2.0
CNC(=S)N/N=C/c1ccc(N2CCOCC2)s1 | 3.3
OCCC1CN(Cc2cccc3nccnc23)CCN1Cc1ccc(F)c(F)c1 (stereo not given) | -1.2
COc1ccccc1CCC(=O)Nc1ccc2c(c1)CN(Cc1ccc(C)o1)CC2 | 2.1
O=[N+]([O-])c1ccc2c(c1)nc1n2CCSC1 | 3.0
CC(=O)Nc1ccc(S(=O)(=O)NC2(C(F)(F)F)NC(=O)N(Cc3ccccc3)C2=O)cc1 (stereo not given) | 1.6
COc1ccc(C(=O)c2coc3ccc(O)c(CN4CCCCC4)c23)cc1 | 0.2
O=C(NNC(=O)c1n[nH]c(=O)c2ccccc12)c1ccc(Br)cc1 | 1.7
O=C(NC[C@@H]1CC[C@@H](Cc2ccc(-c3ccccc3)cc2)O1)Nc1ccc(Br)cc1 | -3.5
N=c1ccn2c(n1)O[C@H]1[C@H](O)[C@@H](CO)O[C@H]12 | 3.3
CC1CN(c2oc(-c3cccs3)nc2C#N)CC(C)O1 (stereo not given) | -0.8
CCn1c(=O)c(C(=O)CN(C)Cc2cccc(OC)c2OC)c(N)n(Cc2ccccc2)c1=O | -4.7
CCOC(=O)C1(C)C=C(Nc2ccc(O)cc2)C(=O)N1c1ccc(O)cc1 (stereo not given) | 1.8
COc1ccc(S(=O)(=O)N(CC(=O)NCc2ccco2)c2ccccc2)cc1OC | 4.5
O=C1NN(c2ccc(Br)cc2)C(=O)/C1=C\c1ccc(O)cc1O | 0.6
